# FN deposit inh: inhibitors of fibronectin matrix deposition, primary screen, AH1F cells, Alexa488-fibronectin fluorescence, plate reader; inhibition, % at 12.6 µM; 350,000 tested, 0.086% active; AH1F fibroblasts, overnight; AID 743247, 2014;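 active means mean inhibition across replicates of 30% or more, regardless of how many single replicates reach that level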;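 further: positive control wells lacked labelled fibronectin entirely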
#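 Material – AH1F fibroblast monolayer, labelled fibronectin deposition · Reagent – labelled fibronectin 24 nM · Timing – 1 h adhesion, overnight exposure · Measured by – fluorescence at 485 nm excitation, 525 nm emission · Read-out – inhibition of fibronectin deposition signal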
# PGC1a acetyl inh: inhibitors of PGC1a acetylation signal, primary screen, cell-based, U2OS, AlphaScreen, inhibitor mode; AlphaScreen anti-acetyl-lysine; with virally co-expressed GCN5 acetyltransferase; inhibition, % at 15.6 µM; 350,000 tested, 0.17% active; AID 651687, 2012;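 active means every replicate shows inhibition of at least 40%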;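 further: 0% = neutral control wells and 100% = positive control wells; some results beyond the cut were filed as inactive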
# LGR2 inh: inhibitors of bursicon-induced LGR2 CRE-luciferase signal, primary screen, cell-based, HEK293, CRE-luciferase reporter, bursicon stimulation; 380,000 tested, 0.35% active; inhibition, % at 9.99 µM; Drosophila bursicon receptor LGR2 (rickets); bursicon-stimulated, 4 h; AID 720647, 2013;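 active means drop in luminescence signal, shown as inhibition above about 50% in the replicate tests, limit read from the data, passing the limit was not always enough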;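 further: agonist challenge used bursicon conditioned medium at about half maximal strength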
# EWS-Fli block: EWS/Fli-driven NR0B1 reporter inhibitors, primary screen, A673 cells, NR0B1 luciferase, luminescence, MLPCN library; viability-normalised; inhibition, % at 12.6 µM; 350,000 tested, 0.67% active; AID 651661, 2012;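 active means mean inhibition of at least 50% after viability correction, with every replicate also passing that limit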;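 further: firefly luciferase signal divided by Alamar Blue viability fluorescence both relative to DMSO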
# S100A4 inh HTS: inhibitors of S100A4-myosin IIA peptide binding, primary screen, biochemical, fluorescence polarization, TAMRA-MyoIIA peptide. inhibition, % at 10.7 µM. 360,000 tested, 0.14% active. AID 652163, 2013;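 active means mean inhibition of at least 70% across replicates, with every replicate also reaching that level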
# Target sequence (P26447 whole entry, looked up): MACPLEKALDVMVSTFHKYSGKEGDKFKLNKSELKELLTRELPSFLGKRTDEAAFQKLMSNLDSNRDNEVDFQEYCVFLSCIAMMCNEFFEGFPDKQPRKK
#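 Material: human S100A4 monomer with TAMRA-labelled myosin IIA peptide; buffer or medium: HEPES pH 7.2 with CaCl2, KCl, NaCl, DTT, Triton; compound dosing: one concentration per compound; schedule: 5 min incubation before reading; benchmarks: neutral control DMSO, positive control TFP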
# ERAP1 inh: human ERAP1 aminopeptidase inhibitors, primary screen, biochemical, single point, plate reader | recombinant ERAP1, Leu-AMC fluorescence, 60 min | inhibition, % at 10.7 µM | 340,000 tested, 0.15% active | AID 652197, 2013;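 active means mean replicate inhibition of at least 30%, or all replicates individually reaching that 30% level; inactive means mean below 30% and not every replicate reaching it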;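 further: 0% = neutral control wells and 100% = L-leucinethiol positive control wells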
# Target sequence (Q9NZ08 whole entry, looked up): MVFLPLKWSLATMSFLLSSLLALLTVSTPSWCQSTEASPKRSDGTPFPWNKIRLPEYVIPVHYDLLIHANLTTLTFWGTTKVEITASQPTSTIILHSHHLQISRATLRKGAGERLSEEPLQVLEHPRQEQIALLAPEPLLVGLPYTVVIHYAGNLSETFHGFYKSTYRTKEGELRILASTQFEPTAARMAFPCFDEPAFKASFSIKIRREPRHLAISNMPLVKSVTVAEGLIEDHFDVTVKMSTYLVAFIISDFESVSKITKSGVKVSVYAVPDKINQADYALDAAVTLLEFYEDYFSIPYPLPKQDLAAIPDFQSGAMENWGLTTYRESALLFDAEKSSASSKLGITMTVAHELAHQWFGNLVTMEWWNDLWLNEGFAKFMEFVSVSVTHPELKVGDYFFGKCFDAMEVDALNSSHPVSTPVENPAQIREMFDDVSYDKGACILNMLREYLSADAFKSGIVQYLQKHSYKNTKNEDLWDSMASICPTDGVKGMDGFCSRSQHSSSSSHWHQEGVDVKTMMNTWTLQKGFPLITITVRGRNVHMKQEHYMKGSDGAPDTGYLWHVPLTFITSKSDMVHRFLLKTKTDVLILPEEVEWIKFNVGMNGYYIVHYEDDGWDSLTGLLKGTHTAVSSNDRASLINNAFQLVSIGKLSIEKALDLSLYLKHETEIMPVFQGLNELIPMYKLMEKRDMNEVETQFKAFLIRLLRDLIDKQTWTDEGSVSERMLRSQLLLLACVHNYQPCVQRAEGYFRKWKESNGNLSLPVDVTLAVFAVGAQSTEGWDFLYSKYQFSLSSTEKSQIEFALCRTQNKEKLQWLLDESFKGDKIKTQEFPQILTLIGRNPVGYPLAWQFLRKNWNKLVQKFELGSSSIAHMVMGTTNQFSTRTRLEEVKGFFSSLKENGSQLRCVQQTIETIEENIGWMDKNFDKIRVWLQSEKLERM
# PglD DTNB: C. jejuni PglD acetyltransferase inhibitors, primary screen, biochemical, DTNB colorimetric, single point. UDP-N-acetylbacillosamine N-acetyltransferase PglD (Campylobacter jejuni). purified PglD enzyme, DTNB colorimetric CoA detection. inhibition, % at 12.5 µM. 360,000 tested, 0.098% active. AID 602405, 2012; in the data active means inhibition above about 16%, passing the limit was not always enough; further: strong numbers were not always called active
# PAX8 inh HTS: inhibitors of PAX8-driven TPO luciferase reporter, primary screen, RMG-I cells, single concentration. 360,000 tested, 1.2% active. inhibition, % at 12.6 µM. SteadyGlo, 24 h. AID 652154, 2013;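 active means mean replicate inhibition at least 60% with every replicate also reaching 60%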;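 further: luciferase light reporting Pax8 driven TPO promoter activity; plate controls were median of neutral control wells for no effect and mitoxantrone controls for full effect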
# Numbers without * were called inactive; nt = not tested or not shown.
SMILES,FN deposit inh,PGC1a acetyl inh,LGR2 inh,EWS-Fli block,S100A4 inh HTS,ERAP1 inh,PglD DTNB,PAX8 inh HTS
C[C@H](CO)N1C[C@H](C)[C@@H](CN(C)CC2CC2)OCCCC[C@H](C)Oc2ccc(NS(=O)(=O)c3ccc(F)cc3)cc2C1=O,nt,-3,27,nt,-8,0,-6,-24
Cc1ccc(C)c(N2CCN(C(=O)CCc3nc(-c4ccc(Br)cc4)no3)CC2)c1,5,6,-37,-70,-2,7,0,-68
CN1C(=O)c2ccc(C(=O)Nc3ccccc3O)cc2C1=O,-24,-5,-12,10,1,-2,0,4
O=C(c1ccncc1)N1CCCCN2[C@H](C1)[C@@H](c1ccc(-c3ccccc3)cc1)[C@@H]2CO,nt,-7,5,-4,-15,-3,-2,5
COc1ccc(OC)c(NC(=O)c2ccccc2N(Cc2ccccc2)S(C)(=O)=O)c1,4,nt,-16,4,14,-1,nt,13
Cc1ccc(S(=O)(=O)N(C)C[C@H]2Oc3ccc(NS(=O)(=O)c4cccs4)cc3C(=O)N([C@@H](C)CO)C[C@H]2C)cc1,nt,16,-1,-5,12,0,-2,1
CC[C@]12c3[nH]c4ccc(OC)cc4c3CCN1C(=O)C(CC(=O)NCCCN(C)C)C[C@@H]2C(=O)N1CCN(C(=O)c2ccco2)CC1 (stereo not given in full),2,nt,-10,1,-2,-1,0,-2
CCCCN(CCCC)/C(N)=N/c1nc(C)cc(C)n1,nt,nt,-2,9,-5,-5,nt,0
O=C(c1ccco1)N1CCN(C(=O)c2ccccc2OCc2ccccc2)CC1,15,-1,-17,11,1,0,-1,-5
C/C(=N\NC(=O)c1ccc(F)cc1)c1ccccn1,9,nt,-45,-31,-1,-6,nt,63*
Cc1c(C(=O)N2CCc3ccccc3C2)oc2ccc(S(=O)(=O)N3CC(C)CC(C)C3)cc12 (stereo not given),-6,nt,nt,18,2,-1,nt,1
Cc1cccc(Oc2nc(-c3ccccn3)nc3ccccc23)c1,7,-1,-17,26,1,nt,3,-8
COc1ccc(CNC(=O)C[C@H]2C[C@@H]3c4cc(NS(=O)(=O)c5ccc(F)cc5)ccc4O[C@@H]3[C@@H](CO)O2)cc1,-15,-12,4,-1,23,3,4,nt
COc1ccc(NC(=O)COC(=O)CC2Sc3ccccc3NC2=O)cc1 (stereo not given),-8,nt,-9,-46,-4,0,-2,-21
COc1ccc(NC(=O)COc2ccc(-c3nn(C)c(=O)c4ccccc34)cc2)cc1,2,-16,4,11,-4,8,2,30
Cn1c(=O)oc2cc(S(=O)(=O)NCc3ccco3)ccc21,6,-1,1,0,-1,0,0,14
N/C(=N\OC(=O)CC1CCCCC1)c1cccc([N+](=O)[O-])c1,-7,2,-31,nt,nt,nt,nt,-3
CCCC(=O)N1CCC2(CC1)CN(C(=O)CC1CC1)[C@H](CO)c1c2c2ccc(OC)cc2n1C,nt,nt,-5,-3,-1,3,nt,-6
C[C@@H]1CCCCO[C@H](CN(C)C(=O)Nc2ccc(F)cc2)[C@H](C)CN([C@H](C)CO)C(=O)c2cc(N(C)C)ccc2O1,nt,-2,6,9,4,-1,-4,23
COc1ccc(NC(=O)N(C)C[C@@H]2Oc3ccc(NC(=O)Nc4ccccc4)cc3C(=O)N([C@@H](C)CO)C[C@@H]2C)cc1,nt,-2,-4,-7,4,-1,-9,-40

# Limited to PglD DTNB, EWS-Fli block and ERAP1 inh, for two of the compounds above:
structure	PglD DTNB	EWS-Fli block	ERAP1 inh
CC[C@]12c3[nH]c4ccc(OC)cc4c3CCN1C(=O)C(CC(=O)NCCCN(C)C)C[C@@H]2C(=O)N1CCN(C(=O)c2ccco2)CC1 (stereo not given in full)	0	1	-1
CCCCN(CCCC)/C(N)=N/c1nc(C)cc(C)n1	nt	9	-5

# Later entries:
SMILES,FN deposit inh,PGC1a acetyl inh,LGR2 inh,EWS-Fli block,S100A4 inh HTS,ERAP1 inh,PglD DTNB,PAX8 inh HTS
CCCNC(=O)N1[C@H](CO)[C@@H]2c3ccccc3N(C(=O)c3cccnc3)C[C@@H]21,nt,3,-56,-1,3,nt,-4,10
C[C@@H]1CN([C@H](C)CO)C(=O)c2cc(NC(=O)Nc3ccc(F)cc3)ccc2O[C@@H]1CN(C)Cc1ccc(Cl)c(Cl)c1,1,-7,-2,3,4,1,2,31
CNC(=O)C[C@@H]1CC[C@H]2[C@@H](COC[C@H](O)CN2Cc2ccc(C(F)(F)F)cc2)O1,-4,9,-2,nt,6,-2,0,nt
O=C(Cc1ccc([N+](=O)[O-])cc1)Nc1cc(C(F)(F)F)cc(C(F)(F)F)c1,1,-8,-1,18,-6,5,2,43
CCCC#Cc1ccc([C@H]2[C@@H](C#N)N(S(C)(=O)=O)[C@H]2CO)cc1,-20,3,-17,-11,-8,3,-2,-3
C[C@H]1CN([C@@H](C)CO)C(=O)c2cc(C3=CCCC3)cnc2O[C@H]1CN(C)Cc1cccnc1,2,1,1,3,-27,0,8,nt
CCCc1cc(=O)oc2cc(C)cc(OCC(=O)NC3CC3)c12,5,11,-1,-4,-5,3,5,1
COc1ccccc1NC(=O)c1c(O)c2ccccc2[nH]c1=O,1,nt,-22,-21,-18,-2,nt,9
Cc1ccccc1-c1ccc2c(c1)O[C@H](CN(C)Cc1ccncc1)[C@H](C)CN([C@H](C)CO)S2(=O)=O,nt,-11,3,18,14,5,1,nt
COc1ccc(NS(=O)(=O)c2ccc(OCC(=O)N3CCOCC3)cc2)cc1Cl,nt,-4,6,9,6,2,5,22
O=C(C[C@@H]1CC[C@@H]2[C@H](COC[C@H](O)CN2C(=O)c2ccncc2)O1)NCc1cccc(F)c1,-4,-5,-5,-2,3,4,7,-4
CCC(=O)N1[C@H](C(=O)NCc2ccccc2F)[C@@H](CO)[C@@H]2Cn3c(cccc3=O)[C@@H]21,nt,nt,5,-3,nt,nt,-1,-12
Cc1ccc(F)cc1S(=O)(=O)Nc1cccc(C(=O)N2CCCC(C(N)=O)C2)c1 (stereo not given),3,-2,-6,-1,-4,-4,-3,-6
O=C(Cn1cncn1)N/N=C/c1cc([N+](=O)[O-])ccc1O,-26,3,0,3,-6,6,-9,15
CCOc1ccc(N2CC(C(=O)NCCN3C(=O)S/C(=C\c4cccnc4)C3=O)CC2=O)cc1 (stereo not given),0,12,3,4,-3,-2,nt,8
C[C@H](CO)N1C[C@H](C)[C@@H](CN(C)Cc2ccncc2)Oc2ccc(NC(=O)CCN3CCOCC3)cc2C1=O,nt,1,-5,nt,0,-2,-5,2
CC(C)N(C(=S)NCc1ccccc1)C(C)C,-4,0,13,-1,-6,0,3,8
COc1ccccc1C(=O)OCC(=O)Nc1cc(S(=O)(=O)N2CCOCC2)ccc1N1CCCC1,1,nt,nt,0,3,-3,nt,10
CO[C@H]1CN(C)C(=O)c2cc(NC(=O)Nc3ccccc3Cl)ccc2OC[C@H](C)NC[C@H]1C,-9,5,9,1,-3,1,-7,nt
CCOC(=O)C1=C(C)NC(C)=C(C(=O)OCC)C1C(=O)OCC(=O)NCc1ccccc1OC,-4,-7,4,1,-3,4,1,19

# One compound at a time (already shown):
# COc1ccccc1NC(=O)c1c(O)c2ccccc2[nH]c1=O reads FN deposit inh: 1; PGC1a acetyl inh: nt; LGR2 inh: -22; EWS-Fli block: -21; S100A4 inh HTS: -18; ERAP1 inh: -2; PglD DTNB: nt; PAX8 inh HTS: 9
# CO[C@H]1CN(C)C(=O)c2cc(NC(=O)Nc3ccccc3Cl)ccc2OC[C@H](C)NC[C@H]1C reads FN deposit inh: -9; PGC1a acetyl inh: 5; LGR2 inh: 9; EWS-Fli block: 1; S100A4 inh HTS: -3; ERAP1 inh: 1; PglD DTNB: -7; PAX8 inh HTS: nt

# The list goes on:
SMILES,FN deposit inh,PGC1a acetyl inh,LGR2 inh,EWS-Fli block,S100A4 inh HTS,ERAP1 inh,PglD DTNB,PAX8 inh HTS
COC(=O)c1sccc1NC(=O)c1cccc(Cl)c1,-7,-1,5,-8,1,1,nt,37
C[C@@H]1CN([C@@H](C)CO)C(=O)c2cc(NS(=O)(=O)c3cn(C)cn3)ccc2O[C@@H]1CN(C)S(=O)(=O)c1cn(C)cn1,nt,-18,-9,-7,nt,nt,nt,12
Cc1noc(C)c1NC(=O)N(C)C[C@H]1Oc2c(NS(=O)(=O)c3ccc(F)cc3)cccc2C(=O)N([C@H](C)CO)C[C@@H]1C,nt,16,-3,-20,-13,2,nt,0
COc1cccc(NC2=Nc3cccc4cccc2c34)c1,5,nt,-35,-31,-1,1,-1,-20
CO[C@H](CN(C)C(=O)c1cnccn1)[C@@H](C)CN([C@H](C)CO)S(=O)(=O)c1ccc(Cl)cc1,-4,7,3,3,-8,-1,0,nt
O=C(Nc1ccccc1)c1ccc(NC(=O)c2cccs2)cc1,nt,-5,-21,nt,-4,-3,0,-60
COC(=O)N1CCN(c2ccc(C(C)=O)cc2)CC1,-2,-16,-21,nt,nt,nt,-7,nt
CCCc1ccc(C(O)c2ncc(-c3ccc(OC)cc3)[nH]2)cc1 (stereo not given),-1,5,-6,7,-5,1,1,-7
C[C@@H]1CN([C@H](C)CO)C(=O)c2cccc(NS(=O)(=O)c3cccs3)c2O[C@@H]1CN(C)Cc1ccc(Oc2ccccc2)cc1,-4,5,-22,6,-4,0,1,nt
CCOc1ncccc1C(=O)NNC(=O)c1cccc(S(=O)(=O)Nc2ccc(OC)cc2)c1,nt,nt,9,nt,-3,-2,-1,11
Cc1ccc(C(C(=O)NCc2ccco2)N(C(=O)CNC(=O)c2cccs2)c2ccc(C)cc2C)cc1 (stereo not given),nt,-1,2,12,4,1,5,nt
C/C(O)=c1/c(=O)nc2cccc3c2=c1c1ccccc1c3=O,7,nt,-21,-93,9,-1,-3,-25
CCOc1cc(CNn2cnnc2)ccc1OCC(=O)NC1CCCCC1,-3,3,1,nt,nt,nt,-1,nt
O=C(Nc1nc2ccc(F)cc2s1)C1=COCCO1,-2,nt,63*,69*,3,6,-4,13
COc1ccccc1-c1ccc([C@@H]2[C@@H](CO)N3CCCCN(C(=O)c4cccnc4)C[C@H]23)cc1,11,1,-1,-8,2,0,1,13
COc1cccc(NC(=O)C(c2ccccc2)N2CCCCC2)c1 (stereo not given),-6,0,-21,-3,-4,-2,nt,18
CN(C(=O)c1ccc(NC(=O)Cc2ccc(NC(=O)C3CCN(C(=O)C4CC4)CC3)cc2)cc1)C1CC1,5,2,16,-5,1,0,2,-30
O=S(=O)(N[C@H]1CC[C@H](CCn2cc(-c3ccccn3)nn2)O[C@@H]1CO)c1cccc(F)c1,-3,-1,-9,-2,-2,-2,0,3
CC(O)CC(=O)OC[C@]12CC[C@H]3[C@@](C)(CC[C@H]4C(C)(C)CCC[C@]34C)[C@@H]1CC(C1=CC(=O)OC1O)O2 (stereo not given in full),nt,21,nt,59*,-1,2,1,nt
COc1cccc(NC(=O)N[C@H]2CC[C@@H](CC(=O)NCc3ccncn3)O[C@@H]2CO)c1,9,1,12,0,4,-2,0,8
COCC(=O)N(C)C[C@H]1Oc2cc(-c3cccnc3)ccc2S(=O)(=O)N([C@H](C)CO)C[C@H]1C,1,9,4,-12,-6,-1,1,nt
O=C(NC1CCCCC1)C1CCC(CNS(=O)(=O)c2cccc3nsnc23)CC1 (stereo not given),-3,-2,nt,7,-1,-2,nt,-10
CCOc1cc(/C=C2/C(=O)NN(c3cccc(Cl)c3)C2=O)ccc1O,-16,-1,-10,10,0,1,-2,17

# Source: PubChem
